Source: PubChem
CHT block – inhibits the human high affinity choline transporter | Q9GZV3 | actives 0.86% (n = 310,000) | AID 488975 | CHT-expressing cells, membrane potential dye, choline response; stronger effect = lower value | B-score at 10 µM;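 active = B-score over 3 SD under the library average, and starting fluorescence ratio not unusually high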;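 also: choline stimulus applied at its EC90 after an EC20 pre-addition; B-score computed on integrated fluorescence ratio after choline addition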
Target sequence (Q9GZV3 whole entry, looked up): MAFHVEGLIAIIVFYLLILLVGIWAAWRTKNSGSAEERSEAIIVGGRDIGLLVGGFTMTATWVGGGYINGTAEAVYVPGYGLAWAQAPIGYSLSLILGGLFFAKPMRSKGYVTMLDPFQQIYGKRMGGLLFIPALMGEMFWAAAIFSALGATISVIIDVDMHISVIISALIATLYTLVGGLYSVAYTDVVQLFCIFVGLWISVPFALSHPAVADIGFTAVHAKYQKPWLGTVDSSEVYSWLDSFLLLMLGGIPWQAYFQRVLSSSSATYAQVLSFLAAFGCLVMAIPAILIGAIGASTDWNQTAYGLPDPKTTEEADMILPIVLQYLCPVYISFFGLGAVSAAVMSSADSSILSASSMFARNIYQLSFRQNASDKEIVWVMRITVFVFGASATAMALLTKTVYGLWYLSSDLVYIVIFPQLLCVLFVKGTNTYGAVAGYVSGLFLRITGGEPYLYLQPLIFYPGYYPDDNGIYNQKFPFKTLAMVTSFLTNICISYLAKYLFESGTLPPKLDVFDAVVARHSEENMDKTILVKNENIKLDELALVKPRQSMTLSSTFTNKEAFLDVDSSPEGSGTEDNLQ
CHT allo act – allosterically activates the human high affinity choline transporter | B-score at 10 µM | Q9GZV3 | actives 0.49% (n = 310,000) | CHT-expressing cells, membrane potential dye, choline EC20; stronger effect = higher value; LV-AA mutant CHT in HEK293 cells;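 active = initial fluorescence not abnormally high and integrated response B-score, plate-corrected, over 3 SD above library mean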
STK33 kinase inh – blocks human STK33 kinase activity; Q9BYT3; purified STK33, MBP phosphorylation, ADP-Glo luminescence; inhibition, % at 10 µM; actives 0.073% (n = 320,000);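 active = inhibition at or above 25%, using the most active replicate where run in duplicate; inactive = inhibition below 25%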
Starred values were filed as active, the others as inactive; i = inactive. Only part of the results is shown (hit frequency here may not be typical).

nr	compound	CHT block	CHT allo act	STK33 kinase inh
1	COc1ncccc1C(=O)NCC(CC(=O)O)c1ccccc1 (stereo not drawn)	i	i	0.5
2	Oc1ccc(CC2(N3CCCC3)CCCCC2)cc1	i	i	-1.5
3	O=C(NC(Oc1ccccc1)C(Cl)(Cl)Cl)c1ccccc1 (stereo not drawn)	i	i	-2.1
4	CC(=O)n1cc(C=C2C(=O)NC(=O)NC2=O)c2ccccc21	i	i	0.0
5	Cc1c(N=Nc2c(O)n(Cc3ccccc3)c(=O)[nH]c2=O)c(=O)n(-c2ccccc2)n1C	i	i	-2.3
6	CCC1C=CC=CC[C@H](C)[C@@H](O)[C@](C)(O)C(=O)[C@@H](C)[C@H](O)[C@@H](C)C(=O)[C@H](C)[C@@H](O)[C@H](C)C=CC(=O)OC2[C@@H](C)C(CC1)OC1(CC[C@@H](C)C(C[C@H](C)O)O1)[C@@H]2C (stereo partly drawn)	i	i	-2.0
7	CN(C)CCN(C(=O)COc1ccc(Cl)cc1)c1nc2cc3c(cc2s1)OCO3	i	i	0.0
8	Clc1ccc2sc(C3CCNCC3)nc2c1	i	i	0.3
9	N#CCCn1cc(C(=O)O)c(-c2cccc([N+](=O)[O-])c2)n1	i	i	-0.3
10	COC(=O)C1=C(c2cc3ccccc3s2)C[C@@H]2CC[C@H]1N2C(=O)NC(C)C	i	i	-1.5

The closing seven compounds of the section before are carried over, then new ones follow.
nr	compound	CHT block	CHT allo act	STK33 kinase inh
4	CC(=O)n1cc(C=C2C(=O)NC(=O)NC2=O)c2ccccc21	i	i	0.0
5	Cc1c(N=Nc2c(O)n(Cc3ccccc3)c(=O)[nH]c2=O)c(=O)n(-c2ccccc2)n1C	i	i	-2.3
6	CCC1C=CC=CC[C@H](C)[C@@H](O)[C@](C)(O)C(=O)[C@@H](C)[C@H](O)[C@@H](C)C(=O)[C@H](C)[C@@H](O)[C@H](C)C=CC(=O)OC2[C@@H](C)C(CC1)OC1(CC[C@@H](C)C(C[C@H](C)O)O1)[C@@H]2C (stereo partly drawn)	i	i	-2.0
7	CN(C)CCN(C(=O)COc1ccc(Cl)cc1)c1nc2cc3c(cc2s1)OCO3	i	i	0.0
8	Clc1ccc2sc(C3CCNCC3)nc2c1	i	i	0.3
9	N#CCCn1cc(C(=O)O)c(-c2cccc([N+](=O)[O-])c2)n1	i	i	-0.3
10	COC(=O)C1=C(c2cc3ccccc3s2)C[C@@H]2CC[C@H]1N2C(=O)NC(C)C	i	i	-1.5
11	CC(C)NS(=O)(=O)c1ccc(OCC(=O)N2CCN(Cc3ccc4c(c3)OCO4)CC2)c(Cl)c1	i	i	-1.0
12	COc1ccc(S(=O)(=O)NCc2ccc(C(=O)N3CCC4(CC3)OCCO4)cc2)cc1	i	i	-1.2
13	CCN1C(=O)NC(=O)/C(=C\c2cn(CC(=O)N3CCCC3)c3ccccc23)C1=O	i	i	0.6
14	N=c1n(CCO)c2ccccc2n1Cc1ccccc1	i	i	-0.2
15	O=c1c2ccccc2nc(/C=C/c2ccccc2O)n1-c1ccccc1O	i	i	2.2
16	C=CCn1c(O)c(C(CC)=NCc2ccco2)c(=O)[nH]c1=O	i	i	1.6
17	COc1cc2c(c(OC)c1)C(=O)OC(C)CCCC(=O)CCCCC2 (stereo not drawn)	i	i	-0.5
18	O=C(CN1CC=C(c2ccccc2)CC1)Nc1cc(Cl)ccc1Cl	i	i	-0.5
19	N#CC1=C(N)Oc2c(c(=O)sc3ccccc23)C1c1cccnc1 (stereo not drawn)	i	i	-1.5
20	COc1ccc(-n2c(O)c(C(C)=NCCN3CCNCC3)c(=O)[nH]c2=O)cc1	i	i	0.7
21	CCOP(=O)(Oc1ccccc1)c1c([N+](=O)[O-])cc(C(F)(F)F)cc1[N+](=O)[O-] (stereo not drawn)	i	i	-1.1
22	CN(C)P1(N(C)C)=NC(C(F)(F)F)=NC(C(F)(F)F)=N1	i	i	-1.2
23	N/C(=N/[N+](=O)[O-])N1CCN(C(=O)Oc2ccc([N+](=O)[O-])cc2)CC1	i	i	-1.0
24	CCN1C(=O)c2ccccc2Sc2ccc(C(=O)N3CCC4(CC3)OCCO4)cc21	i	i	0.0
25	CC1N=C(c2ccccc2Cl)c2cc(Br)ccc2NC1=O (stereo not drawn)	i	i	-0.4
26	c1cncc(CNCCc2ccc3c(c2)OCO3)c1	i	i	-0.1

Whole records as entered above. Values in the order: CHT block, CHT allo act, STK33 kinase inh
`Oc1ccc(CC2(N3CCCC3)CCCCC2)cc1` across the screens: i, i, -1.5
`N=c1n(CCO)c2ccccc2n1Cc1ccccc1` across the screens: i, i, -0.2
